Bioassay records from PubChem BioAssay.
Exocytosis inh: lytic granule exocytosis inhibition. inhibition, % at 10 µM. AID 651702. 360,000 tested, 0.66% active. TALL-104 LAMP-1 surface exposure, flow cytometry; cells stimulated with thapsigargin and PMA;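 active means inhibition above about 55%, limit read from the data; inconclusive means no clear call, values can overlap the other calls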
ABCB6 inh 2: human ABCB6 transporter inhibition; K562-ABCB6 porphyrin accumulation, flow cytometry, 1 h; stronger effect = lower value; 360,000 tested, 0.19% active; fluorescence ratio to DMSO, % at 10 µM; Q9NP58;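 active means fluorescence ratio to DMSO below 75%, the collection mean minus 3 SD; inconclusive means too few cells collected in the well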;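 further: signal is porphyrin accumulated inside mitochondria; 100% equals median channel fluorescence of DMSO control wells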
m5-HT2A agonist: agonists of mouse serotonin 5-HT2A receptor (HTR2A) | P35363 | CHO-K1 mHTR2A beta-arrestin complementation, luminescence; percent of 30 µM serotonin response | activation, % at 7.6 µM | 360,000 tested, 0.66% active | AID 624169;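 active means activation above a run cutoff, the mean activation of all tested compounds plus 3 SD, cut at about 14% in these data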;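 further: 0% = plate median of compound wells and 100% = 30 µM serotonin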
PDI turbidity: blocks human protein disulfide isomerase activity | P07237 | PDI insulin aggregation turbidity, A650, 90 min | inhibition, % at 10 µM | 350,000 tested, 0.052% active | AID 588391;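 active means mean inhibition across replicates of 30% or more, whatever share of single replicates reach that level; inconclusive means mean inhibition below 30% while every single replicate reaches 30%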;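 further: absorbance from insulin aggregation driven by PDI reduction with DTT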
Target sequence (P07237 whole entry, looked up): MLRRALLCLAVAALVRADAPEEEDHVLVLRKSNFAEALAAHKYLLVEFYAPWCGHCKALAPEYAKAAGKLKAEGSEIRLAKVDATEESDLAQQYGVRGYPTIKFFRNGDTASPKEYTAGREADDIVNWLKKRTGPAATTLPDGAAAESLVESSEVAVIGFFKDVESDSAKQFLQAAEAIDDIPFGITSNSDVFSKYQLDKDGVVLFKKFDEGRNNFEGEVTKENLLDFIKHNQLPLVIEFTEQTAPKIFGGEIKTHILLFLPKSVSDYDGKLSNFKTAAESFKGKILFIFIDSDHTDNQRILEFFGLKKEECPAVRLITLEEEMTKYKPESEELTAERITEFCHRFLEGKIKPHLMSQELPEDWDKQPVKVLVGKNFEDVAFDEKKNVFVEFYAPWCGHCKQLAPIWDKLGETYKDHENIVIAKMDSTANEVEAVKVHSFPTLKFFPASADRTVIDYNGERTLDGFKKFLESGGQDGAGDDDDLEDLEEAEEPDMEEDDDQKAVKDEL
MC4R ag barr: agonists of human melanocortin 4 receptor (MC4R) beta-arrestin; P32245; U2OS MC4R beta-arrestin complementation, luminescence; percent of melanotan II response, DMSO zero; activation, % at 8.9 µM; 360,000 tested, 0.98% active;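 active means activation above a per-plate cutoff, the mean activation of sample wells on that plate plus 3 SD, cut at about 8% in these data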
Target sequence (P32245 whole entry, looked up): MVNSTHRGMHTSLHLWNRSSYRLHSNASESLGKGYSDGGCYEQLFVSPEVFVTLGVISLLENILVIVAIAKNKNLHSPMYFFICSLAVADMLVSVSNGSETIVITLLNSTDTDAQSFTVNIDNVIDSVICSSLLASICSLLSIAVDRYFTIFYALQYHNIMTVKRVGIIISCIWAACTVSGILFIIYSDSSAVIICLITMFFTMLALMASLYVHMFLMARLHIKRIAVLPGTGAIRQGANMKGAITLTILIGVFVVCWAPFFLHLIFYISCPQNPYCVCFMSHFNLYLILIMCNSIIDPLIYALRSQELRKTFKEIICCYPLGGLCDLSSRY
Cardio protect: modulators protecting cardiomyocytes from myocardial damage | 360,000 tested, 0.63% active | AID 588492 | protection from H2O2 cell death, % at 20 µM | H9c2 cardiomyocytes, H2O2 injury protection, ATPLite, 2 h;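 active means compounds giving at least 50% protection of heart cells from peroxide-induced death in the single-dose screen, raw or plate-pattern-corrected value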;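 further: 0% = DMSO wells with peroxide and 100% = DMSO wells without peroxide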
CaV13 FRET inh: Primary screen for inhibitors of IQ motif and Ca2+-dependent inactivation inhibitor domain binding in CACNA1D, Förster resonance energy transfer in living cells, …. HEK cells, CFP/YFP FRET ICDI-IQ, plate reader, 10 min; percent FRET-ratio fall versus neutral wells. inhibition, % at 12.3 µM. 340,000 tested, 0.098% active;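 active means mean replicate inhibition of at least 30% and at least 1% of replicates passing that level; inconclusive means only one of the two criteria is met; inactive means neither criterion is met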;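 further: 0% = median of the neutral control wells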
N-glyco inh: N-linked glycosylation inhibition; reporter increase, % at 12.5 µM; 360,000 tested, 0.23% active; D54 ERlucT glycosylation luciferase reporter, 24 h; percent of 100 nM tunicamycin response;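 active means mean luciferase reporter signal, scaled so untreated is 0 and the glycosylation-blocking control 100, at or above a set limit in every replicate; inconclusive means mean reaches the limit but not every replicate does; inactive means mean below the limit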;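 further: luciferase carries N-glycosylation sites so blocking glycosylation raises the light; 0% = median of neutral control wells and 100% = median of 100 nM tunicamycin wells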
ABHD5-PLIN5 inh: inhibitors of human ABHD5-perilipin-5 interaction. 360,000 tested, 0.78% active. inhibition, % at 4 µM. Q00G26+Q8WTS1. Split G. princeps luciferase complementation, luminescence, 4 h;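 active means inhibition above the mean inhibition across every tested compound plus 3 SD, cut at about 22% in these data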;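 further: 0% = DMSO only wells and the 100% control is not disclosed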
MC4R antag cAMP: blocks human MC4R cAMP signaling. P32245. MC4R-expressing cells, MTII-stimulated cAMP, LANCE TR-FRET. inhibition, % at 6.5 µM. 360,000 tested, 0.48% active. AID 540295;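 active means inhibition above its plate's cutoff, the mean of tested wells on that plate plus 3 SD, cut at about 29% in these data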;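 further: 0% = Melanotan II alone and 100% = Melanotan II plus saturating MCL0020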
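material = U2OS cells stably expressing human melanocortin 4 receptor (MC4R) | also added = Melanotan II challenge | dosing = single nominal compound dose of 6.5 µM | detection = TR-FRET with Eu-cAMP and labeled anti-cAMP, 671 nm | replication = singlicate | timing = compound 30 min, challenge 1 h, detection 1 h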
The depositor's hits bear a star; ? = inconclusive; . = not tested or not shown.

The first two entries (preview)
SMILES	Exocytosis inh	ABCB6 inh 2	m5-HT2A agonist	PDI turbidity	MC4R ag barr	Cardio protect	CaV13 FRET inh	N-glyco inh	ABHD5-PLIN5 inh	MC4R antag cAMP
COc1ccc(CCNCC(O)c2ccccc2)cc1 (centres undefined)	-2.7	102.0	3.6	-0.1	1.6	-2.7	2.5	0.6	-7.3	2.1
COc1cccc(CCc2nc3ccccc3c(=O)n2N)c1	-9.8	102.0	0.6	-3.4	1.9	-3.1	-3.5	-0.1	0.8	15.2

The listing, from the start:
SMILES	Exocytosis inh	ABCB6 inh 2	m5-HT2A agonist	PDI turbidity	MC4R ag barr	Cardio protect	CaV13 FRET inh	N-glyco inh	ABHD5-PLIN5 inh	MC4R antag cAMP
COc1ccc(CCNCC(O)c2ccccc2)cc1 (centres undefined)	-2.7	102.0	3.6	-0.1	1.6	-2.7	2.5	0.6	-7.3	2.1
COc1cccc(CCc2nc3ccccc3c(=O)n2N)c1	-9.8	102.0	0.6	-3.4	1.9	-3.1	-3.5	-0.1	0.8	15.2
COc1cc(C)c(C(C)C)cc1S(=O)(=O)N1CCOCC1	-1.9	90.0	-1.0	1.6	1.1	-10.6	-0.1	0.6	1.8	6.5
CN1CCN(C(=O)CSc2nc3ccc(NC(=O)c4ccccc4F)cc3s2)CC1	-4.3	92.0	1.7	-7.0	-0.9	4.8	1.8	-2.1	-0.6	-4.3
O=C(COC(=O)c1ccc(O)cc1)NCCC1=CCCCC1	-2.0	96.0	-2.7	-10.3	-2.6	-8.8	2.1	2.7	0.7	-6.0
Cc1cc(C(=O)OCC(=O)N(CC(C)C)c2c(N)n(Cc3ccccc3)c(=O)[nH]c2=O)c2ccccc2n1	-4.8	92.0	-7.2	-3.4	-1.1	3.3	-6.3	-1.0	-12.1	5.6
COc1ccccc1N1C(C)=CC(=C(C#N)c2nc3ccccc3s2)C=C1C	-0.8	106.0	4.3	-0.7	-1.6	-5.7	-16.2	-15.8	4.0	3.1
Cc1ccc(Nc2nc(N)nc(COC(=O)c3ccc(Br)o3)n2)cc1	3.3	102.0	0.6	-6.6	-1.3	0.5	-5.0	4.5	2.9	-6.3
CCn1ncc(C2=NOC(C(=O)Nc3cccnc3)C2)c1C (centres undefined)	-5.0	96.0	-1.3	6.5	-0.1	7.6	-5.6	-0.3	0.0	2.4
CCC(=O)c1ccc(OCC(=O)NCc2ccccc2CN2CCCC2)cc1	-1.7	97.0	6.9	-8.8	-3.1	9.4	-15.0	-1.8	-2.8	-1.0
CCCn1c(N)c(C(=O)CSc2nc3ccccc3c(=O)n2-c2ccc(OC)cc2)c(=O)[nH]c1=O	-0.7	99.0	-1.7	6.9	-2.1	7.4	-4.8	-2.0	13.5	14.0
O=C(c1cc2ccccc2o1)N1CCC(N2CCC(C(=O)N3CCCC3)CC2)CC1	8.7	100.0	2.7	5.7	2.0	-1.2	-6.6	5.5	3.2	15.8
COc1ccc(N2CCN(C(CNC(=O)OCc3ccccc3)c3ccco3)CC2)cc1 (centres undefined)	-0.6	99.0	-1.5	4.1	-1.7	2.0	-5.3	-2.7	-5.8	1.8
NS(=O)(=O)c1ccc(-c2cccc(/C=C3\SC(=O)NC3=O)c2)cc1	32.0	101.0	2.9	-11.1	0.0	-6.8	2.0	1.2	0.0	15.2
O=C(CCl)c1cc2c3c(c1)CC(=O)N3CCC2	-5.9	104.0	8.9	?	0.2	43.8	-19.8	0.5	-1.5	-23.8
O=C1/C(=C/c2cccs2)SC(=S)N1CCCC(=O)N(CCO)c1ccccc1	-16.4	96.0	-0.2	5.8	5.0	-10.2	-2.6	-1.2	10.9	2.9
CC(C)Oc1ccc(C(=O)Nc2ccccc2N2CCOCC2)cc1	-4.0	101.0	-3.0	1.2	3.0	3.4	-4.8	1.9	9.4	8.8
COc1cccc(N2CC(NC(=O)c3ccc4ccccc4c3)CC2=O)c1 (centres undefined)	-0.1	102.0	4.3	-0.6	-1.9	7.7	-6.0	-0.2	0.2	16.0
O=C(Cn1nnc(-c2ccccc2)n1)N1CCCCC1	-18.3	99.0	4.3	8.3	-0.2	-1.2	-18.3	-1.0	7.0	-2.5
COC(=O)c1ccc2c(=O)n(CCN3CCOCC3)c(SCC(=O)Nc3cccc(OC)c3)nc2c1	2.9	101.0	-2.9	-3.3	-0.5	6.0	-2.6	-2.1	-2.9	16.9
Oc1c(CN2CCN(c3ccccn3)CC2)cc(Cl)c2cccnc12	35.2	98.0	-9.6	1.0	-4.9	28.4	.	-3.0	1.9	-3.2
Cc1ccc(Cn2c(=N)c(C(=O)NCCN3CCOCC3)cc3c(=O)n4ccccc4nc32)cc1	21.8	99.0	-0.8	-10.8	-0.7	29.1	15.7	-1.0	2.5	-1.2
CCCCCNCc1ccc(OCc2ccc(Cl)nc2)c(OC)c1	-12.3	100.0	-3.2	-1.1	-2.0	6.0	-6.7	-1.4	-1.0	-0.8
N#Cc1c(NC(=O)c2ccccc2)sc2c1CCC2	4.3	97.0	-0.6	7.2	-0.7	-5.7	-4.5	9.1	5.3	-13.7
COc1ccc(-c2nnc(SCc3ccccc3F)o2)cc1OC	-6.0	119.0	-3.9	-3.6	-0.3	-0.2	-5.4	1.6	-1.3	-3.8
Cc1cccc(C)c1NC(=O)NC1(C(=O)N2CCN3CCCC3C2)CCCCC1 (centres undefined)	-7.3	91.0	10.6	1.1	-0.4	3.6	-3.5	0.9	0.7	12.4
O=C(NCC(c1cccs1)N1CCOCC1)c1cc(S(=O)(=O)N2CCOCC2)ccc1Cl (centres undefined)	-2.0	98.0	0.6	5.0	-1.2	1.1	-6.1	-0.4	-0.2	-0.9
O=C(OCC(=O)N1CCc2ccccc2C1)c1ccc(OC(F)F)cc1	-4.2	98.0	2.3	-6.7	-3.3	-3.4	-14.1	0.5	12.3	4.2
Nc1cccc(C(=O)Nc2ccco2)c1	3.4	94.0	2.9	2.3	-0.3	3.5	-5.6	-0.4	-0.3	4.2
CN(Cc1nc2ccc(F)cc2[nH]1)Cc1nc(CC2CC2)no1	-2.1	103.0	7.2	6.7	-0.3	-3.5	-3.4	0.7	-0.7	-3.8
COc1ccc(CCNC(=O)C2CCC(=O)N(C3CCCCCC3)C2)cc1 (centres undefined)	-1.9	94.0	-2.5	1.5	-2.6	-1.2	-3.8	-0.2	-2.3	2.3
CCOc1ccccc1N1CCN(CC(=O)N(CC(C)C)c2c(N)n(CC(C)C)c(=O)[nH]c2=O)CC1	0.3	105.0	-7.1	0.1	0.9	-1.0	2.8	0.0	5.6	14.9
O=C(CNCCC1=CCCCC1)Nc1ccc(N2CCCCCC2)cc1	11.6	96.0	-5.1	9.8	13.2*	-40.4	-6.2	-1.1	3.9	5.6
CC(C)(C)c1ccccc1NC(=O)Nc1nc(C(N)c2ccccc2)cs1 (centres undefined)	10.0	93.0	-4.8	8.2	0.0	8.5	-9.7	-2.8	-0.6	4.7
COc1ccc(C(CC(=O)Nc2ncccc2C)N2Cc3ccccc3C2=O)cc1 (centres undefined)	-1.9	101.0	3.0	1.8	-0.3	10.4	-18.0	-1.1	-0.7	3.8
Cc1noc(C)c1C(=O)NCCc1c(C)[nH]c2ccccc12	1.5	104.0	-4.1	2.9	-0.4	2.0	-4.2	0.1	6.3	10.3
O=C(O)c1ccc(CN(Cc2ccccc2)S(=O)(=O)c2ccc(Cl)cc2)cc1	12.3	93.0	2.1	-2.1	-0.7	2.8	-2.8	1.9	1.4	1.3
NC(=O)[C@@H]1CCCN1Cc1nc(-c2cccs2)no1	2.8	94.0	-2.0	-5.6	-1.0	6.5	-6.9	-1.0	1.3	3.4
COC1=CC(=O)OC(c2ccco2)C1 (centres undefined)	2.5	102.0	-5.5	0.9	-1.0	2.3	-6.2	0.9	-2.8	-0.3
NS(=O)(=O)c1ccc(CCNC(=O)CN2CCN(c3ccccc3O)CC2)cc1	-1.2	100.0	4.1	10.2	0.8	-1.1	-4.2	0.1	3.4	-3.8
Cc1ccc(NC2CCCN(C(=O)c3cnc4ccccn4c3=O)C2)cc1C (centres undefined)	-13.2	97.0	-0.4	8.0	-1.5	1.9	-2.3	3.0	-6.6	19.3
Cc1c(CC(=O)N2CCN(C(=O)C3COc4ccccc4O3)CC2)c(=O)oc2c(O)c(O)ccc12 (centres undefined)	1.3	100.0	-0.6	-8.4	-3.9	61.9*	-16.9	0.9	4.8	0.3
Cc1cc(C(=O)OCC(=O)Nc2c(Cl)cccc2C(F)(F)F)c(C)o1	-1.9	100.0	-6.8	5.6	-1.1	-0.4	-6.1	0.9	15.4	-4.2
Cc1[nH]c(C)c(S(=O)(=O)N2CCN(c3cccc(C(F)(F)F)c3)CC2)c1C(=O)N1CCCC1	-8.4	90.0	3.1	5.3	-0.7	0.7	-5.9	-3.8	-3.3	17.5
CC(=O)Nc1ccccc1Nc1nc(NCCO)nc(N2CCCC2)n1	7.7	99.0	-0.5	-2.6	0.0	3.1	-4.6	11.2	-2.3	-1.2
Cc1nc2oc3ccc(Cl)cc3c(=O)c2cc1C(=O)O	-2.9	102.0	-0.7	-2.6	2.1	2.5	-3.8	1.2	-4.2	10.5
CCN(CC)C(=O)CSCc1cnn(-c2ccccc2)c1-n1cccc1	-1.3	99.0	1.5	-4.0	0.5	-6.7	.	-4.0	-2.2	7.5
COC(=O)C1=C(C)NC(C)=C(C(=O)OC)C1c1ccc(-c2cccc([N+](=O)[O-])c2)o1	16.1	100.0	-5.6	8.0	-0.8	4.0	-3.4	3.3	5.4	1.8
COc1cc2c(cc1OC)C(c1cc(C)ccc1C)CC(=O)N2 (centres undefined)	-6.2	100.0	5.6	-3.1	0.2	0.1	-21.3	0.2	4.9	7.0
O=C1CC(C(F)(F)C(F)(F)C(F)(F)C(F)F)=Nc2ccccc2N1	-0.8	96.0	3.7	3.1	0.8	-6.8	.	-1.6	-4.2	-4.7
OC(COCc1ccc(Cl)cc1)CN1CCc2ccccc2C1 (centres undefined)	0.5	97.0	-5.3	-6.7	-1.5	-1.2	-4.2	0.0	0.6	-0.1
COc1cccc(Nc2nnc(SCC(=O)Nc3sccc3C(N)=O)s2)c1	11.5	98.0	-6.1	2.6	0.5	7.4	-4.9	-3.6	3.7	-2.6
COc1ccc(CCNC(=O)COC(=O)c2cccs2)cc1OC	-6.7	96.0	2.4	-2.7	1.2	-1.3	-3.0	2.2	-1.3	17.1
Cc1nc2ccccn2c1C(=O)NCc1cccnc1	1.3	97.0	5.1	-7.1	-0.5	0.8	-7.1	1.1	3.2	-3.4
O=C(/C=C/c1ccco1)N/C(=C\c1ccco1)C(=O)NCCc1nc2ccccc2[nH]1	-4.0	98.0	1.5	0.0	-0.6	0.7	-4.7	4.5	14.2	2.2
Cc1cc(Cl)ccc1OCC(=O)N1CCN(c2ncccn2)CC1	-2.1	99.0	2.5	2.6	-2.8	3.8	-3.5	-0.6	-0.4	15.8
